ULK1 inh – blocks human autophagy kinase ULK1 | 30,000 tested, 1.9% active | O75385 | AlphaScreen Atg13 phosphorylation by ULK1, luminescence | inhibition, % at 5.96 µM | AID 1259251; in the data active = inhibition above about 43%;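 note: 0% = median of compound wells and 100% = no enzyme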
ASK1 primary – human ASK1 kinase inhibition, primary screen | Q99683 | AID 1159602 | inhibition, % at 7.44 µM | AlphaScreen MKK6 phosphorylation by ASK1, luminescence | 22,000 tested, 0.99% active; in the data active = inhibition above about 35%;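 note: 0% = median of compound wells and 100% = no enzyme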
Target sequence (Q99683 whole entry, looked up): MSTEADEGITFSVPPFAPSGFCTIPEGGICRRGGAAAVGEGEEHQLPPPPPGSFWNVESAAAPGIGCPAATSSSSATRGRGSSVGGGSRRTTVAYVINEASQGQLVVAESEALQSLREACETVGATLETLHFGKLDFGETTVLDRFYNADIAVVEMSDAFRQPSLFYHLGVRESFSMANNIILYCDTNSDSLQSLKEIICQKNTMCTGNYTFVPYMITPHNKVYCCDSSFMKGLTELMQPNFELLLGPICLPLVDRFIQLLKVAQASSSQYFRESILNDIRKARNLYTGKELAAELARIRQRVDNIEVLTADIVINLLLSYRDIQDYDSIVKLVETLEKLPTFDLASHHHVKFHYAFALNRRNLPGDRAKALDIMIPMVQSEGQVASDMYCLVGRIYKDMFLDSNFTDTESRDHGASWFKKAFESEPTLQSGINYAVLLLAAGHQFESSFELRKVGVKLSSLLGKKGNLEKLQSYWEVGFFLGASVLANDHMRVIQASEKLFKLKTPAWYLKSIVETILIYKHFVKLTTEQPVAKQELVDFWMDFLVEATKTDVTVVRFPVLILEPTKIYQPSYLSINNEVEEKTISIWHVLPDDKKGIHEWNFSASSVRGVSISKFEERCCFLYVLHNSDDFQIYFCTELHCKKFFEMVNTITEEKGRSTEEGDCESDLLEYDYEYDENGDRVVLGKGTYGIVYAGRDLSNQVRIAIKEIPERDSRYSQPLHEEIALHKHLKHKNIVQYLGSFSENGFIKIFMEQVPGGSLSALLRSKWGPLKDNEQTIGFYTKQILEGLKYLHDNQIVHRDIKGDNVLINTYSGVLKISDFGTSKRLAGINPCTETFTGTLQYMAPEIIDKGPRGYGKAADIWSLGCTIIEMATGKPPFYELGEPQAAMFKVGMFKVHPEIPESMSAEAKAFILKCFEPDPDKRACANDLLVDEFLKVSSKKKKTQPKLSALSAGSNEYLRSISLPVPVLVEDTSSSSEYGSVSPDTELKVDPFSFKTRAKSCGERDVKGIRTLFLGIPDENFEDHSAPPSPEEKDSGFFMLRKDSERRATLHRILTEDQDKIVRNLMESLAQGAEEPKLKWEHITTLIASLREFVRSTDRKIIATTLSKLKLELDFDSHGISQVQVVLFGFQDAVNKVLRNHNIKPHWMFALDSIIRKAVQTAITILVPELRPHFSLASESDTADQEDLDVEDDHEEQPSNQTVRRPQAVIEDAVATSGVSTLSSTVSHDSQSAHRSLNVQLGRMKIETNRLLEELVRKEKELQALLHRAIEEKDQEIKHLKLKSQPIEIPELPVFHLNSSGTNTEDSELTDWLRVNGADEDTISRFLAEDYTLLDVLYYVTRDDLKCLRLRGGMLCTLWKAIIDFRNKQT
* hit, by the source's call; . = no result given; & = joins results of further samples.

Values in the order – ULK1 inh, ASK1 primary
#1 O=C(NC1CC1)c1csc(-c2ccc(N3CCOCC3)nc2)n1
→ 7, -1
#2 O=C(NCc1nc2ccccc2[nH]1)c1ccnc(N2CCCC2CO)c1 (centres undefined)
→ -6, -5
#3 Cc1cnc(NCCN2CCOCC2)nc1NCCN1CCOCC1
→ 4, -1
#4 CCCNc1nc(N2CCc3ccccc3C2)nc2c1ncn2-c1ccsc1
→ 1, 4
#5 CC(=O)c1cccc(-c2nc(C)cc(NC3CC3)n2)c1
→ 7, 8
#6 CCCCCc1nnc(NC(=O)C(C)C)s1
→ 6, .
#7 COc1ccc2c(c1)CC(C(=O)Nc1ccc(-c3cn[nH]c3C)cc1OC(C)C(N)=O)CO2 (centres undefined)
→ -13, -13
#8 CC(=O)Nc1ccc(NC(=O)c2ccnc(N3CCCC3CO)c2)cc1 (centres undefined)
→ -9, 1
#9 Cc1nc(-c2cncc(Br)c2)cc(N2CCN(C)CC2)n1
→ 10, .
#10 NC1CCC[C@@H](NC(=O)c2cccc(-n3cc(NC(=O)Cc4ccccc4)cn3)c2)C1 (some centres undefined)
→ 18, -2
#11 Cn1c(C2COc3ccccc3O2)nc2ccc(-c3cn[nH]c3)cc21 (centres undefined)
→ -18, 9
#12 CCOc1ccc(N2C(=O)CC(N(Cc3ccco3)C(C)=O)C2=O)cc1 (centres undefined)
→ 0, .
#13 CN(C)c1cccc(Nc2nc(NC3CCN(Cc4ccccc4)CC3)c3ncn(Cc4ccc(C(F)(F)F)cc4)c3n2)c1
→ 44*, 34
#14 FC(F)(F)c1ccc(Cn2cnc3c(Nc4ccc(Oc5ccccc5)cc4)nc(-c4ccc(N5CCOCC5)nc4)nc32)cc1
→ 6, -3
#15 CCCN1CCC(N(C(=O)/C=C\C(=O)O)C2CC2)CC1
→ 4, .

(more compounds)
Values in the order – ULK1 inh, ASK1 primary
#16 Cn1c(=O)c2[nH]cnc2n(C)c1=O
→ -7, .
#17 O=C(Nc1ccc2c(c1)OCO2)c1ccc2nc(N3CCN(Cc4ccc5c(c4)OCO5)CC3)sc2c1
→ 24, 22
#18 Cn1ccc2cc(-c3cc(C(=O)Nc4ccccc4)ccn3)ccc21
→ 5, 9
#19 COCCNc1ncc(-c2ccc(C)cc2)cn1
→ 9, .
#20 CC(C)n1cnc2c(NCc3ccccc3)nc(NC3CCC(O)CC3)nc21 (centres undefined)
→ 0, -17
#21 c1cc(-c2ccnc(Nc3ccc(-n4cnnc4)cc3)n2)cc(N2CCOCC2)c1
→ 7, -6
#22 Cc1cnc(-c2cccs2)nc1NCc1cccc(C(F)(F)F)c1
→ -20, -9
#23 CCCNC(=O)c1csc(Nc2ccccc2)n1
→ 4, 0
#24 COc1ccc(CCNC(=O)c2ccnc(NC3CCC(O)CC3)c2)cc1 (centres undefined)
→ 1, -7
#25 CCOc1ccnc2c1c(=O)n(Cc1cccnc1)c(=O)n2C
→ 9, .
#26 CC(C)N(CCNC(=O)c1ccc2nc(-c3cccc(N)c3)sc2c1)C(C)C
→ -10, -8
#27 O=C(NC1CCN(Cc2ccccc2)CC1)c1cnc(-c2cccs2)s1
→ 9, 9
#28 COc1ccc(CCNc2ccnc(-c3ccccc3)n2)cc1
→ -17, 0
#29 CCn1c(C)[n+](CC(O)COc2ccccc2)c2ccccc21 (centres undefined)
→ 6, .
#30 c1ccc(-c2nc(NCc3cccnc3)c3ncn(-c4ccccc4)c3n2)cc1
→ 0, -2

More compounds
Values in the order – ULK1 inh, ASK1 primary
#31 CC(C)n1cnc2c(NC3CC3)nc(Nc3ncccn3)nc21
→ 3, -23
#32 Cc1ccccc1COC(=O)Nc1ccc(-c2cn[nH]c2)cc1
→ 1, 2
#33 N#CC1=C(SCC(=O)Nc2cccc3ccccc23)NC(=O)CC1c1cccs1 (centres undefined)
→ -14, .
#34 CC(C)NC(=O)c1cccc(NS(=O)(=O)c2ccc(-c3cn[nH]c3)cc2F)c1
→ -7, -24
#35 Cn1cc(-c2ccccc2NC(=O)Nc2ccccc2)cn1
→ -1, .
#36 CN1C[C@H]2c3ccccc3Oc3ccc(Cl)cc3[C@@H]2C1
→ -14, .
#37 COc1ccc(-c2cc(NCCCN3CCCC3=O)nc(N)n2)cc1
→ -5, -5
#38 CNC(=O)c1ccccc1Nc1cc(NC(=O)Cc2ccc3c(c2)OCO3)ncc1C(F)(F)F
→ 55*, 12
#39 O=C(NCc1cccnc1)c1cccc(Cl)n1
→ 3, -8
#40 CC(=NCc1ccccc1)c1ccccc1O
→ -6, .
#41 CNC(=O)c1cc(F)ccc1Nc1cc(Nc2ccc3c(c2)CCC(=O)N3)ncc1C(F)(F)F
→ 86*, 2
#42 COc1cc(NC(=O)c2cccc(-n3ncc4cc(Nc5ccccc5F)ccc43)c2)cc(OC)c1OC
→ -27, 1
#43 CS(=O)(=O)NC(C(=O)N1CCC(C(=O)Nc2ccc3[nH]ncc3c2)CC1)c1ccc(Br)cc1 (centres undefined)
→ 6, -13
#44 O=C(NCc1cccc(C(F)(F)F)c1)c1cncc(-c2ccccc2)c1
→ -19, -2
#45 O=C(NCCOc1ccccc1)c1cccc(Nc2cccnc2)n1
→ -13, -14

The results go on:
Values in the order – ULK1 inh, ASK1 primary
#46 c1ccc(-c2nc[nH]c2-c2ccccc2)cc1
→ 10, .
#47 O=C(NCc1cccc(C(F)(F)F)c1)c1cccc(N2CCCC2CO)n1 (centres undefined)
→ -4, -7
#48 c1ccc(-c2cc(NC3CCCCC3)nc(-c3cccnc3)n2)nc1
→ 1, .
#49 COc1ccc(Nc2nccc(NCCc3ccccn3)n2)cn1
→ -12, 6
#50 c1cc(Nc2nc3ncnc(Nc4ccc5c(c4)OCO5)c3[nH]2)ncn1
→ 9, 15
#51 Nc1nc(C2COc3ccccc3O2)nc2ccc(-c3cn[nH]c3)cc12 (centres undefined)
→ -9, -14
#52 Cc1nc(-c2cncc(Br)c2)cc(N(C)Cc2ccccc2)n1
→ 1, .
#53 CC(C)CNC(=O)C(=O)NCc1ccncc1
→ -6, .
#54 COc1ccc(CCNc2nc(Nc3cc(OC)c(OC)c(OC)c3)ncc2C)cc1
→ 31, 6
#55 COc1cc(NC(=O)c2cccc(-n3cc(NC(=O)Cc4ccccc4)cn3)c2)ccc1N1CCOCC1
→ 4&7, -19&6
#56 COc1cc(Nc2cc(Nc3ccncc3)nc(N)n2)cc(OC)c1OC
→ -12, 18
#57 Cc1cc(Br)c(S(=O)(=O)NCCCN2CCOCC2)cc1C
→ 16, .
#58 Cc1ncn(-c2ccc(Nc3ncc4cccc(-c5cnn(C(C)C)c5)c4n3)cc2)n1
→ 66*, -10
#59 Cc1cnc(NC2CCN(Cc3ccccc3)CC2)nc1NCCOc1ccccc1
→ -2, -3
#60 c1ccc(N2CCN(c3nccc(Nc4ccc(N5CCOCC5)cc4)n3)CC2)nc1
→ 21, 27

Brought forward from above: two entries; new compounds follow.
Values in the order – ULK1 inh, ASK1 primary
#59 Cc1cnc(NC2CCN(Cc3ccccc3)CC2)nc1NCCOc1ccccc1
→ -2, -3
#60 c1ccc(N2CCN(c3nccc(Nc4ccc(N5CCOCC5)cc4)n3)CC2)nc1
→ 21, 27
#61 c1ccc(-n2cnc3c(NC4CC4)nc(N4CCN(c5ccccn5)CC4)nc32)cc1
→ -12, 13
#62 Cc1cnc(Nc2ccncn2)nc1Nc1ccccc1
→ 3, -15
#63 CC(=O)c1cccc(-c2cccc(C(=O)NCCO)n2)c1
→ 7, 0
#64 O=C(Nc1ccccc1)c1ccc2nc(Nc3cnccn3)sc2c1
→ -14, 7
#65 c1ccc(-c2csc(Nc3ccnc(Nc4ccc(N5CCOCC5)cc4)c3)n2)cc1
→ -24, 3
#66 COc1cc(NC(=O)C2COc3ccccc3C2)c(F)cc1-c1cn[nH]c1 (centres undefined)
→ 5, -12
#67 CCN1CCN(c2cc(F)cc(-c3ccnc(Nc4ccc(-n5nc(C)nc5C)cc4)n3)c2)CC1
→ -8, 24
#68 CCC(C)(C)c1ccc(CC(C)CN2C[C@@H](C)O[C@@H](C)C2)cc1 (some centres undefined)
→ 1, .
#69 CC(=O)Nc1ccc(NC(=O)Cc2cn(-c3ccc(Nc4ccc5ncccc5c4)nn3)c3ccccc23)cc1
→ 4, 22
#70 Cc1cc(NCCOc2ccccc2)nc(N2CCN(c3ccccn3)CC2)n1
→ -3, -9
#71 O=C(Cc1ccc(Br)cc1)N[C@H]1CCN(C(=O)c2ccc3[nH]ncc3c2)C1
→ 3, 15
#72 CC(C)N(CCNC(=O)c1cnc(NC2CCN(Cc3ccccc3)CC2)s1)C(C)C
→ -3, -13
#73 c1ccc(-c2nc(Nc3ccc(N4CCOCC4)cc3)c3ncn(-c4ccccc4)c3n2)cc1
→ -3, -22
#74 Oc1ccc(CCNc2nc(NCCN3CCOCC3)nc3c2ncn3C2CCCCC2)cc1
→ -8, -13
#75 Nc1ccc(NC(=O)c2cccc(I)c2)cc1
→ 10, .

Continuation:
Values in the order – ULK1 inh, ASK1 primary
#76 c1cncc(-c2ccc3cnc(Nc4ccc(-n5cnc(N6CCOCC6)n5)cc4)nc3c2)c1
→ 39, 12
#77 CCCNC(=O)c1cnc(Nc2ccc(C(F)(F)F)cc2)s1
→ -6, -2
#78 Cc1ncn(-c2ccc(Nc3ncc4cccc(-c5ccccc5)c4n3)cc2)n1
→ 12, -74
#79 CC(C)N(CCNC(=O)Cc1cn(-c2ccc(Nc3ccc(-n4ccnc4)cc3)nn2)c2ccccc12)C(C)C
→ 6, 0
#80 Oc1cccc2ccc(N3CCN(c4ccccc4)CC3)nc12
→ 1, .
#81 O=C(NCCOc1ccccc1)c1cc(NCCN2CCOCC2)nc2ccccc12
→ -23, 0
#82 CN1CCN(C(=O)c2ccc(-c3ncc(C(=O)Nc4ccccc4)s3)cc2)CC1
→ 0, -4
#83 CCCNC(=O)c1cc(NCCCN2CCCC2=O)nc2ccccc12
→ -10, -18
#84 O=C(NC1CCN(Cc2ccccc2)CC1)c1cccc(Nc2ccccc2)c1
→ 4, 1
#85 COc1cccc(OCC(=O)Nc2ccc(-c3cn[nH]c3)cc2OCCCO)c1
→ -15, 4
#86 Cn1nccc1Nc1cc(C(=O)NCCOc2ccccc2)ccn1
→ 9, -7
#87 CC(=O)Nc1ccc(Nc2nc(-c3csc4ccccc34)ncc2C)cc1
→ -18, 8
#88 COc1ccc(CCNc2cc(-c3cccc(N)c3)ncn2)cc1
→ -7, 2
#89 CC(C)N(CCNc1nc(-c2ccc(N3CCN(C)CC3)cc2)nc2c1ncn2-c1ccccc1)C(C)C
→ 29, 13
#90 O=C(NC1CCN(Cc2ccccc2)CC1)c1ccc2cncc(-c3ccccc3)c2n1
→ 16, .

Continued:
Values in the order – ULK1 inh, ASK1 primary
#91 CCCN1CCN(c2c(Cl)cccc2NC(=O)Nc2ccc(Br)cc2)CC1
→ 1, -17
#92 CN1CCN(C(=O)c2ccc(-c3cccc(C(=O)NCCO)n3)cc2)CC1
→ -6, 5
#93 O=C(Cn1c(CO)cnc1SCc1ccc(Cl)cc1)NC1CC1
→ 8, .
#94 Cc1cnc(-c2ccc(C(=O)N3CCN(C)CC3)cc2)nc1Nc1ccc(N2CCOCC2)cc1
→ -14, -9
#95 COc1nc(NCc2ccccc2)nc(-c2c(C)nn(C)c2C)n1
→ -3, 5
#96 COc1cc2nc(Nc3ccccc3)nc(Nc3cc(OC)c(OC)c(OC)c3)c2cc1OC
→ -18, 11

Filtered by structure: those above containing an aryl methoxy group (14)
Values in the order – ULK1 inh, ASK1 primary
#7 COc1ccc2c(c1)CC(C(=O)Nc1ccc(-c3cn[nH]c3C)cc1OC(C)C(N)=O)CO2 (centres undefined)
→ -13, -13
#24 COc1ccc(CCNC(=O)c2ccnc(NC3CCC(O)CC3)c2)cc1 (centres undefined)
→ 1, -7
#28 COc1ccc(CCNc2ccnc(-c3ccccc3)n2)cc1
→ -17, 0
#37 COc1ccc(-c2cc(NCCCN3CCCC3=O)nc(N)n2)cc1
→ -5, -5
#42 COc1cc(NC(=O)c2cccc(-n3ncc4cc(Nc5ccccc5F)ccc43)c2)cc(OC)c1OC
→ -27, 1
#49 COc1ccc(Nc2nccc(NCCc3ccccn3)n2)cn1
→ -12, 6
#54 COc1ccc(CCNc2nc(Nc3cc(OC)c(OC)c(OC)c3)ncc2C)cc1
→ 31, 6
#55 COc1cc(NC(=O)c2cccc(-n3cc(NC(=O)Cc4ccccc4)cn3)c2)ccc1N1CCOCC1
→ 4&7, -19&6
#56 COc1cc(Nc2cc(Nc3ccncc3)nc(N)n2)cc(OC)c1OC
→ -12, 18
#66 COc1cc(NC(=O)C2COc3ccccc3C2)c(F)cc1-c1cn[nH]c1 (centres undefined)
→ 5, -12
#85 COc1cccc(OCC(=O)Nc2ccc(-c3cn[nH]c3)cc2OCCCO)c1
→ -15, 4
#88 COc1ccc(CCNc2cc(-c3cccc(N)c3)ncn2)cc1
→ -7, 2
#95 COc1nc(NCc2ccccc2)nc(-c2c(C)nn(C)c2C)n1
→ -3, 5
#96 COc1cc2nc(Nc3ccccc3)nc(Nc3cc(OC)c(OC)c(OC)c3)c2cc1OC
→ -18, 11

Screening results: PubChem BioAssay, The Scripps Research Institute Molecular Screening Center

Rows are unselected. Share with any hit: about 2.2%.
